HePTP inh: human HePTP phosphatase inhibition. recombinant HePTP phosphatase activity, OD absorbance. P35236. AID 521. 110,000 tested, 0.64% active. inhibition, % at 20 µM; in the data active = inhibition above about 50%;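 note: plate controls were vehicle for no effect and reference inhibitor for full effect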
Target sequence (P35236 whole entry, looked up): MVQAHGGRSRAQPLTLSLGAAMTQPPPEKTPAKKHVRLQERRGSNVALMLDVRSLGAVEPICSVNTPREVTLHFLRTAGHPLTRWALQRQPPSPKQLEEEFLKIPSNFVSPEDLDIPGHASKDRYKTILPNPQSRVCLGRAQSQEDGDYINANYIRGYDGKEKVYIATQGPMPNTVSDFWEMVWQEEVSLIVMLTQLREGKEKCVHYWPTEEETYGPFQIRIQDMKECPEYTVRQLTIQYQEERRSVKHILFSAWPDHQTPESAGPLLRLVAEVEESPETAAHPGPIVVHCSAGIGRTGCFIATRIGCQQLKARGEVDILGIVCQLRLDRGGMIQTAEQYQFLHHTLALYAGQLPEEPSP
BAP1 block: blocks human BAP1 ubiquitin-AMC hydrolysis | recombinant BAP1, Ub-AMC hydrolysis fluorescence kinetic; hits give low values | 72,000 tested, 0.48% active | activity remaining (% of control), % at 20 µM | Q92560;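 active = activity remaining at or below 50% of control, provided the compound also passes the data quality filters; inactive = the rest, including low values that fail the filters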;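 note: 100% = DMSO wells rate and 0% = substrate alone blank rate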
Target sequence (Q92560 whole entry, looked up): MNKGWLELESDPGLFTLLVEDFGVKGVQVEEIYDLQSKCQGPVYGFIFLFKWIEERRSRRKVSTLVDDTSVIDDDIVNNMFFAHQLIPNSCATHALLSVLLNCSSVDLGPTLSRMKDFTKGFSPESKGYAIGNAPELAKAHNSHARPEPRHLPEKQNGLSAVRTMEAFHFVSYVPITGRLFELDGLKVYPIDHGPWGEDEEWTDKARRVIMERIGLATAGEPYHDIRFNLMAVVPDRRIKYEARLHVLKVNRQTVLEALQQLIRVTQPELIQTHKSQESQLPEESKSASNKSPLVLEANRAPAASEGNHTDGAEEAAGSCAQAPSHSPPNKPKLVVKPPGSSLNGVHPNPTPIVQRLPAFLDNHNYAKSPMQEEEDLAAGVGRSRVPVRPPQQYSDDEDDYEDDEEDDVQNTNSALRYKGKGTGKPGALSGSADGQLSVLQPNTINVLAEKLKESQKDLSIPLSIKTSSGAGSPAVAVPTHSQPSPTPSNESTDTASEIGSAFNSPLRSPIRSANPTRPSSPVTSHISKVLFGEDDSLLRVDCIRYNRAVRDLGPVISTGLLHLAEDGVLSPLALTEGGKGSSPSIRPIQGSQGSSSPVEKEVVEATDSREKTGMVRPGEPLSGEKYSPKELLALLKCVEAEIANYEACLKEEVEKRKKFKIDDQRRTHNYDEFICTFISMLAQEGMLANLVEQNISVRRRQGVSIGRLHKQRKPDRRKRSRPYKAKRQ
* marks the source's active call; other numbers are inactive results; nt = no result given; & = joins results of further samples.

| mol | HePTP inh | BAP1 block |
| --- | --- | --- |
| CCN(CC)c1ccc(/C=C2\C(=O)NC(=O)N(Cc3ccccc3)C2=O)c(OC)c1 | -3 | nt |
| Cc1ccc(NC(=O)CSC(N)=O)c(C)c1 | 4 | nt |
| COc1ccc(C(=O)N/C(=C/c2ccc(OCCOc3ccccc3OC)cc2)C(=O)NCC2CCCO2)cc1 (centres undefined) | 5 | nt |
| COc1cc(/C=N/NC(=O)c2ccncc2)ccc1OC(=O)c1cccc(F)c1 | -19 | nt |
| CC(C)(C)n1ncc2c(=O)n(CC(=O)NCc3ccccc3Cl)cnc21 | nt | 81 |
| CCOC(=O)C1=C(O)/C(=C/c2ccc(N(C)C)cc2)SC1=Nc1ccc(F)cc1 | 5 | nt |
| O=C(c1ccc(F)cc1)N1c2ccccc2CCc2ccccc21 | nt | 76 |
| CC1(C)CC(=O)c2sc(N3CCCCC3)nc2C1 | 5 | 82 |
| O=C(NCc1ccco1)c1ccc(Cl)c(S(=O)(=O)N2CCOCC2)c1 | -4 | 82 |
| CC(=O)OCCCNC(=O)/C(=C\c1ccc(Br)cc1)NC(=O)c1ccccc1 | 8 | nt |
| CCCCOc1cc(=O)[nH]c(=O)[nH]1 | 0 | 82 |
| CCOC(=O)N1CCN(C(=O)CCS(=O)(=O)c2ccc(Br)s2)CC1 | 7 | 97 |
| O=C1C2C3C=CC(C3=C3CCCC3)C2C(=O)N1c1cccc([N+](=O)[O-])c1 (centres undefined) | 8 | nt |
| O=C1C=CC(=O)N1c1ccc(-c2cc(-c3ccccc3)nc(-c3ccc(N4C(=O)C=CC4=O)cc3)n2)cc1 | 3 | nt |
| Cc1ccc(CC2S/C(=N\N=C\c3ccc(N(C)C)cc3)NC2=O)cc1 (centres undefined) | 8 | nt |
| O=C1c2ccccc2NC(c2ccccc2O)N1c1ccc(Cl)cc1 (centres undefined) | -1 | nt |
| Cc1nc(-c2ccc([N+](=O)[O-])cc2)nc2[nH]ccc(=O)c12 | 9 | nt |
| CCOc1ccc(C(=O)Nc2cccc3nsnc23)cc1[N+](=O)[O-] | 1 | nt |
| Cc1ccccc1NC(=O)C(C)NC(=O)C12CC3CC(CC(C3)C1)C2 (centres undefined) | -19 | nt |
| COc1cccc(C2NC(=O)NC(C)=C2C(=O)Nc2cc(OC)ccc2OC)c1 (centres undefined) | 2 | 95 |
| O=C1/C(=C\c2cccc(Br)c2)SC(=S)N1c1cccc(C(F)(F)F)c1 | 10 | nt |
| Cc1noc(C)c1CSc1nc2ccccc2c(=O)n1-c1ccccc1 | -5 | 100 |
| Cc1ccc(C(=O)Nc2ncccc2Cl)cc1C | 0 | nt |
| CCOC(=O)c1cc(S(=O)(=O)N2CCN(C(=O)OCC)CC2)cn1C | 1 | 100 |
| Cc1cc([N+](=O)[O-])ccc1-c1ccc(C(=O)Nc2ccc3oc(-c4ccccc4)nc3c2)o1 | 6 | nt |
| CCN(CC)C(=O)Oc1ccc2c(=O)c(-c3ccc(OC)cc3)c(C)oc2c1 | 3 | 95 |
| CS(=O)(=O)N1CCN(CCCc2ccccc2)CC1 | 2 | nt |
| COc1cc([N+](=O)[O-])ccc1NC(=S)NC(=O)c1ccco1 | -6 | nt |
| Fc1ccc(COc2ccc(/C=N/n3cnnc3)cc2)cc1 | 0 | 96 |
| O=C(Nc1nnc(-c2ccco2)s1)C1CC1 | 8 | 95 |
| Cc1cc(NCc2ccco2)nc2ccccc12 | 0 | nt |
| CCOc1ccc(NC(=O)CN(c2ccc(C)cc2)S(=O)(=O)c2ccc(SC)cc2)cc1 | 10 | nt |
| COc1ccccc1-c1cc(C(=O)N2CCN(c3ccccc3OC)CC2)no1 | 5 | 92 |
| Cc1cn2c(-c3ccc(Cl)cc3)nnc2s1 | 12 | 106 |
| Cc1ccc(NC(=O)c2nc[nH]c2C(=O)N2CCCCC2)c(C(=O)c2ccccc2)c1 | 5&-8 | 99 |
| COc1ccc(C2C(C(=O)N3CCOCC3)=C(C)NC3=C2C(=O)CC(C)(C)C3)c(OC)c1 (centres undefined) | 7 | nt |
| O=C(Nc1cccc(NC(=O)c2cccc([N+](=O)[O-])c2)n1)c1cccc([N+](=O)[O-])c1 | nt | 58 |
| CCOC(=O)c1ccc(NC(=O)CCCCCN2C(=O)/C(=C/c3ccc(Cl)cc3)SC2=S)cc1 | -9 | nt |
| NC(=O)c1nn2c(C(F)(F)F)cc(-c3ccccc3)nc2c1Cl | -17 | nt |
| Cc1oc2c(CN(CC(C)C)CC(C)C)c(O)ccc2c(=O)c1-c1nc2ccccc2s1 | -4 | nt |
| CCn1c(N)c(C(=O)Nc2ccccc2C(=O)OC)sc1=S | 1 | 98 |
| Cc1cc(=O)[nH]c(SCC(=O)N2CCCc3ccccc32)n1 | -14 | nt |
| NC(=O)c1c(NC(=O)c2cccc(Cl)c2)sc2c1CCCC2 | -12 | nt |
| C=CCN1C(=O)C(CC(=O)O)SC1=Nc1c(C)n(C)n(-c2ccccc2)c1=O (centres undefined) | 4 | 70 |
| CCn1c(SCC(=O)Nc2ccccc2N2CCOCC2)nnc1-c1ccccc1 | -2 | 96 |
| CCOc1ccc(C2C3=C(CC(C)(C)CC3=O)OC3=C2C(=O)CC(C)(C)C3)cc1 | 3 | nt |
| CS(=O)(=O)N(CC(=O)NCCc1ccccc1)c1cccc(C(F)(F)F)c1 | -13 | nt |
| COc1ccc(OC)c(-c2nc(C(N)=O)c3[nH]c(=O)n(-c4ccc(F)cc4)c3n2)c1 | 1 | 80 |
| O=c1oc2ccccc2n1CCCCCn1c(=O)oc2ccccc21 | 11 | 68 |
| O=C(CSc1ccc2nnc(-c3ccc(F)cc3)n2n1)N1CCOCC1 | -16 | 84 |

Reformatted with each value named: four of the compounds above.
> Cc1cc(=O)[nH]c(SCC(=O)N2CCCc3ccccc32)n1
  HePTP inh: -14	BAP1 block: nt

> NC(=O)c1c(NC(=O)c2cccc(Cl)c2)sc2c1CCCC2
  HePTP inh: -12	BAP1 block: nt

> C=CCN1C(=O)C(CC(=O)O)SC1=Nc1c(C)n(C)n(-c2ccccc2)c1=O (centres undefined)
  HePTP inh: 4	BAP1 block: 70

> CCn1c(SCC(=O)Nc2ccccc2N2CCOCC2)nnc1-c1ccccc1
  HePTP inh: -2	BAP1 block: 96

Continued:
| mol | HePTP inh | BAP1 block |
| --- | --- | --- |
| CCOc1ccc(NC(=O)CN(c2cccc([N+](=O)[O-])c2)S(=O)(=O)c2ccccc2)cc1 | nt | 80 |
| COC(=O)C1=C(C)NC2=C(C(=O)CC(C)(C)C2)C1c1ccc(OC)cc1OC (centres undefined) | -23 | nt |
| O=C(NC(=S)Nc1cc(-c2nc3ccccc3s2)ccc1Cl)c1ccc(Cl)cc1 | 3 | nt |
| CS(=O)(=O)c1nc(-c2cccs2)cc(C(F)(F)F)n1 | 2 | nt |
| COc1ccc(CCNC(=O)c2cc(-c3cc(C)c(C)cc3O)n[nH]2)cc1OC | 5 | 90 |
| CCOc1ccc(/C=N\NC(=O)c2cncc(Br)c2)cc1 | -16 | nt |
| O=C(COc1ccccc1Cl)Nc1ccc(O)cc1C(=O)O | 4 | nt |
| O=C(CN1CCN(C(=O)c2ccco2)CC1)Nc1cc(C(F)(F)F)ccc1Cl | -2 | 109 |
| COc1ccc2cc3c(N)c(C(=O)N4CCCC4)sc3nc2c1 | 6 | 96 |
| Cc1cccc(-n2c(O)c(C=NCCCN3CCOCC3)c3ccccc3c2=O)c1 | -7 | 83 |
| CCc1nc(C)cn1S(=O)(=O)c1ccc(Cl)c(Cl)c1Cl | 4 | 73 |
| O=C(c1cnn2c(C(F)(F)F)cc(-c3ccccc3)nc12)N1CCOCC1 | 4 | 81 |
| O=C(CC1c2ccccc2Oc2ccccc21)NCCOc1ccccc1 | 0 | nt |
| COCc1nnc(NS(=O)(=O)c2ccc(NC(C)=O)cc2)s1 | 3 | 87 |
| Cc1ccccc1NC(=O)C1CCCN1S(=O)(=O)c1cccc2cccnc12 (centres undefined) | -4 | 97 |
| O=c1c2ccccc2c(-c2ccccc2)nn1CCc1ccccc1 | 4 | nt |
| COC(=O)c1c(C)oc2ccc(NS(=O)(=O)c3ccc4ccccc4c3)cc12 | 8 | nt |
| CCC1(C)Cc2c(sc3nc(SCC(=O)O)[nH]c(=O)c23)CO1 (centres undefined) | -1 | 102 |
| CC1=NN(c2ccc(S(N)(=O)=O)cc2)C(=O)/C1=C\c1ccc(-c2ccc([N+](=O)[O-])cc2)o1 | 7 | nt |
| CC(=O)Nc1ccc(C(=O)N2CCN(c3cccc(Cl)c3)CC2)cc1 | 4 | nt |
| O=C(Nc1ccccc1Cl)c1c(Br)sc2c1CCCC2 | nt | 131 |
| O=C(CSCc1cccc(Br)c1)NCc1ccco1 | 13 | nt |
| Cc1cc(NC(=O)c2ccc3c(c2)C(=O)N(C(C)(C)C)C3=O)no1 | 8 | nt |
| Cc1cccc(OCc2nc(C#N)c(NCCN(C)C)o2)c1 | 12 | 100 |
| Nc1cc(-c2nn[nH]n2)ccc1F | 7 | 96 |
| CCOc1ccccc1NC(=O)CN(c1cc(Cl)cc(Cl)c1)S(C)(=O)=O | -5 | nt |
| FC(F)(F)COc1nc(OCC(F)(F)F)nc(N2CCN(c3ccccc3)CC2)n1 | 6&6 | 84 |
| O=C1CCc2cc(S(=O)(=O)NCCC(=O)N3CCN(c4cccc(Cl)c4)CC3)ccc2N1 | -2 | 107 |
| COc1ccc(/C=C2\C(=O)N(c3cccc(C(=O)O)c3)N=C2C)cc1OC | 7 | nt |
| CCC(C)(C)NC(=O)C1CCN(c2nc(C)cc(C)n2)CC1 | 7 | 99 |
| Cc1ccc(NC(=O)c2cccc(OCc3ccccc3)c2)c([N+](=O)[O-])c1 | -2 | nt |
| COC(=O)c1ccc(/C=C/C(=O)c2cccc(OC)c2)cc1 | -7 | nt |
| CCCCOc1cccc(C(=O)Nc2cccc(-c3nc4ccccc4o3)c2)c1 | 5 | nt |
| CCNc1nc(N2CCCCC2)nc(-n2nnc(C(=O)OCC)c2C)n1 | -3 | 98 |
| Fc1ccc(-c2nnc3sc(-c4ccc5c(c4)OCO5)nn23)cc1 | -7 | 94 |
| COc1ccc2c(c1)CC/C2=N\OC(=O)c1cccc2ccccc12 | 5 | nt |
| Cc1cccc(NC2SC(=O)N(c3ccccc3)C2=O)c1 (centres undefined) | 9 | 91 |
| Cc1cccc(/C=N\NC(=O)COc2ccc(-c3ccccc3)cc2)c1O | 4 | nt |
| COc1ccc(N=Cc2c(C)[nH]n(-c3ccccc3)c2=O)cc1 | -13 | nt |
| CCOCCOC(=O)c1ccc(NC(=O)c2cc3ccccc3o2)cc1 | 10 | nt |
| CSc1nc2ccccc2n1Cc1cccc(F)c1 | 10 | 77 |
| COc1ccc(CN2CCN(Cc3ccccn3)CC2)c(OC)c1 | 5 | nt |
| Cc1cccc(OCC(=O)NCC(=O)N/N=C/c2cccs2)c1 | 0 | nt |
| N#Cc1c(N)nc(SCc2ccccn2)c(C#N)c1-c1cccs1 | 6 | 70 |
| CCOC(=O)c1cccc(NC(=O)CSc2nnc(-c3ccoc3C)n2CC)c1 | 8 | 89 |
| CCC1CCCCN1CCCNC(=O)CC1Oc2ccc(C)cc2NC1=O (centres undefined) | 9 | 89 |
| COC(=O)Cn1c(CCC(=O)O)ccc1-c1ccccc1 | 0 | 76 |
| CCCSc1nc2c(c(=O)n1CC)SC(C)C2 (centres undefined) | 0 | 88 |
| CC(C)C(OC(=O)c1cccs1)C(=O)NCc1ccco1 (centres undefined) | nt | 104 |
| CCOC(=O)CNC(=O)CCCCCC(=O)NCC(=O)OCC | 9 | 89 |

(list continues)
| mol | HePTP inh | BAP1 block |
| --- | --- | --- |
| O=C(Nc1ccc(S(=O)(=O)N2CCc3ccccc32)cc1)c1ccc(-c2ccccc2)cc1 | 2 | nt |
| CCN(CC)C(=O)COc1ccc(-c2nnc(N3CCCCC3)c3ccccc23)cc1 | 4 | 77 |
| Cc1ccc(/C=N/NC(=O)COc2c(Br)cc(Br)cc2Br)cc1 | 6 | nt |
| CCOC(=O)c1cc2c(nc1N)COC(C)(C)C2 | 3 | nt |
| O=C(CN1CCN(c2ccccc2)CC1)Nc1nnc(-c2ccccc2)s1 | 6 | 91 |
| Cc1ccc(S(=O)(=O)N2CCN(C/C=C/c3ccccc3)CC2)cc1[N+](=O)[O-] | 8 | nt |
| O=C(Nc1ccccc1C(=O)NCCc1ccccc1)c1ccncc1 | 4 | nt |
| CN(C)CCCNC(=O)Cc1ccc(Br)cc1 | 2 | 111 |
| COc1cccc(OCc2nnc(SCC(=O)OCc3ccccc3)o2)c1 | 9 | 86 |
| CCOc1ccc(C(=O)Nc2ccc(C)cn2)cc1 | 6 | nt |

Part of the list above, with each value named.
CN(C)CCCNC(=O)Cc1ccc(Br)cc1
  HePTP inh: 2
  BAP1 block: 111

CCN(CC)C(=O)COc1ccc(-c2nnc(N3CCCCC3)c3ccccc23)cc1
  HePTP inh: 4
  BAP1 block: 77

Cc1ccc(/C=N/NC(=O)COc2c(Br)cc(Br)cc2Br)cc1
  HePTP inh: 6
  BAP1 block: nt

O=C(CN1CCN(c2ccccc2)CC1)Nc1nnc(-c2ccccc2)s1
  HePTP inh: 6
  BAP1 block: 91

Carrying on.
| mol | HePTP inh | BAP1 block |
| --- | --- | --- |
| CCCC(O)(CCN1CCOCC1)c1ccc(Br)cc1 (centres undefined) | 3 | 85&113 |
| CS(=O)(=O)N(Cc1ccc(C(=O)N[C@@H]2C[C@H]3CC[C@@H]2C3)cc1)c1ccccc1 | -5 | nt |
| O=C(Nc1nnc(CCc2ccccc2)s1)c1cccc(Br)c1 | nt | 111 |
| N#CC1=C(N)SC(N)=C(C#N)C1Cc1ccccc1 | 4 | 89 |
| COc1nc(NCc2ccc(Cl)cc2)nc(OC)n1 | -9 | 102 |
| CC1C2CC(CC1(C)C)N(C(=O)Nc1ccc3nccnc3c1)C2 (centres undefined) | -3&0 | 66 |
| O=C(COC(=O)CSCC(=O)Nc1cccc2ccccc12)Nc1ccc(Br)cn1 | -12 | nt |
| Cc1ccc(S(=O)(=O)N2CCN(Cc3c[nH]c4ccccc34)CC2)cc1 | -9 | nt |

From PubChem BioAssay
